GoLoco inh red: RGS12 GoLoco-Gai1 interaction inhibition; P63096; Gai1:RGS12 GoLoco peptide FP, rhodamine, 10 min; Potency, µM (highest dose often 61.6 µM), without a hit: top-dose activity, negative = inhibition, usual class: inhibitors; 0.44% of 230,000 active; active = well fitted inhibition curve with a large enough effect, not every such curve was filed as active; inactive = no such curve, though single readings can be large or run the other way; also: nearly all actives have a fitted effect of over 30% in size; many of its hits are not listed in these tables
Tau ThT inhib: blocks human tau fibril formation measured by thioflavin T | P10636 | recombinant tau K18 P301L (four-repeat tau fragment), heparin-induced fibrillization, ThT fluorescence | Potency, µM (top dose mostly 57.4 µM), inactives show at the highest dose activity, negative = inhibition, usual class: inhibitors | 2.1% of 270,000 active; also: nearly all actives have a fitted effect of over 55% in size
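Tau K18 P301L fragment (15 uM unlabeled plus 0.24 uM Alexa 594-labeled) in 100 mM sodium acetate pH 7 with compound, fibrillization induced by 20 uM heparin for 6 hr at 37 C. Thioflavin T (30 uM) added, fluorescence read after 1 hr (ex 450, em 510 nm).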
Tau FP inhib: inhibitors of human tau fibril formation; P10636; K18 P301L tau heparin fibrillization, Alexa594 FP, 6 h; Potency, µM (doses to about 57.7 µM), without a hit: at the top dose activity, negative = inhibition, most hits filed as inhibitors; 0.39% of 280,000 active; also: nearly all actives have a fitted effect of over 55% in size
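Compound effects on tau fibrillization are measured by Alexa 594 fluorescence polarization (ex 555, em 632 nm). K18 P301L tau is used at 15 uM with 0.24 uM labeled tracer, and 20 uM heparin induces aggregation over 6 hr at 37 C.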
JMJD2E inh: JMJD2E (human) inhibition | B2RXH2 | JMJD2E catalytic domain, FDH-coupled NADH fluorescence (FDH is formaldehyde dehydrogenase) | Potency, µM (series often up to 57.1 µM), inactives show top-dose activity change, negative = inhibition, hits mostly inhibitors | 1.6% of 230,000 active | AID 2147; active = well fitted inhibition curve with a large enough effect, not every such curve was filed as active; inconclusive = small, poorly fitted or top-dose-only effect, or another doubt; inactive = no such curve, though single readings can be large or run the other way;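 also: 0% = wells with enzyme and -100% = buffer wells without enzyme; nearly all actives have a fitted effect of over 50% in size; many of its hits are not listed in these tables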
Target sequence (B2RXH2 1-337 limits assumed): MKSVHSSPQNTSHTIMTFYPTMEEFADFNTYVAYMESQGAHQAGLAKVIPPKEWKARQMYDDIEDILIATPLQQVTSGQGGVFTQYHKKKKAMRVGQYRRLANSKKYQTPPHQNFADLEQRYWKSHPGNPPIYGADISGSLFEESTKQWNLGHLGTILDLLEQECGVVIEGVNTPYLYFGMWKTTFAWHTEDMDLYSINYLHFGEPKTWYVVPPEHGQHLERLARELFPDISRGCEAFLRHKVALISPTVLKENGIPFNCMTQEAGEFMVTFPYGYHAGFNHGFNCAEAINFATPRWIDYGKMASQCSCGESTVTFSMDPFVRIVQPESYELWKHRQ
TRb-SRC2 inh: inhibitors of human thyroid hormone receptor beta-SRC2 interaction | TRbeta-SRC2 peptide binding, fluorescence polarization; receptor liganded with 1 µM T3 | Potency, µM (doses to about 106 µM), without a hit: at the highest dose activity change, negative = inhibition, hits mostly inhibitors | 0.065% of 280,000 active;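 also: plate controls were bound peptide for no effect and peptide without receptor for full effect; nearly all actives have a fitted effect of over 50% in size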
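Polarization signal, normalized between peptide-alone and full complex controls, measured compound effects on T3-liganded human TRb LBD (0.6 uM) binding 20 nM Texas Red SRC2 peptide after 5 hr.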
TexasRed fluor: alters Texas Red total fluorescence, flagging assay interference; Potency, µM (doses to about 106 µM), without a hit: at the highest dose fluorescence change, negative = quenching; TRb/SRC2 Texas Red total fluorescence interference; AID 1479; 0.29% of 280,000 active; active = well fitted curve in either direction with a large enough effect; inconclusive = small, poorly fitted or top-dose-only effect
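Flags fluorescent or light-absorbing compounds by total fluorescence, S + 2P, at 555 nm excitation and 632 nm emission. Mixture: 20 nM Texas Red SRC2 peptide, 0.6 uM human TRb LBD, 1 uM T3, 5% DMSO; compound exposure 5 h at ambient temperature.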
L3MBTL1 block: blocks human L3MBTL1. AID 485360. AlphaScreen L3MBTL1–H3K9me1 peptide binding. Q9Y468. Potency, µM (doses to about 57.1 µM), for the others: top-dose activity, negative = inhibition, usual class: inhibitors. 0.66% of 230,000 active; also: nearly all actives have a fitted effect of over 60% in size
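AlphaScreen assay: L3MBTL1 (50 nM final) was preincubated 30 min at room temperature with biotinylated H3(1-15)K9me1 peptide (75 nM final), then 30 min with library compounds; streptavidin donor and nickel chelate acceptor beads (10 ug/mL final) added, 30 min dark.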
RECQ1 inh: inhibitors of human RECQ1 DNA helicase; RECQ1 DNA unwinding, red fluorescence kinetic read; Potency, µM (highest dose often 57.3 µM), for the others: at the top dose activity, negative = inhibition, most hits filed as inhibitors; P46063; 0.54% of 240,000 active;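 also: plate controls were vehicle for no effect and no enzyme for full effect; nearly all actives have a fitted effect of over 30% in size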
Target sequence (P46063 whole entry, looked up): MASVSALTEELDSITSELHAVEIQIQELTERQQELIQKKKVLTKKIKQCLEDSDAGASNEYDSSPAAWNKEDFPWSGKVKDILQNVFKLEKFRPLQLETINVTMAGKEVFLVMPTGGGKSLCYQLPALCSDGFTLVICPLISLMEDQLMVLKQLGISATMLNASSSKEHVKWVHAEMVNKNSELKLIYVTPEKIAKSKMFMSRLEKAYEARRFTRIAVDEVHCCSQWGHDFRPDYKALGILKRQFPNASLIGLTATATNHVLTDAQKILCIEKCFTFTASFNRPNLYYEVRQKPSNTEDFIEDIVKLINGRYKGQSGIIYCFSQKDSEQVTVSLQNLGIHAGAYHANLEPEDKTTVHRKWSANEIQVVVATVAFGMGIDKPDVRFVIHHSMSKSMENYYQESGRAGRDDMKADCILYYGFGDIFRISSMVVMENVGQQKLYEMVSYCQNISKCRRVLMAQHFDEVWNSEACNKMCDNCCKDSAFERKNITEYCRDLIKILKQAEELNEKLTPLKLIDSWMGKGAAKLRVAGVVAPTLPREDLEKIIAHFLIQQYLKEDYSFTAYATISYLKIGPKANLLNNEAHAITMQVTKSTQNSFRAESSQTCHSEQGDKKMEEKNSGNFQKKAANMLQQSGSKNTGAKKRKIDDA
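50 nM RECQ1T1 preincubated 15 min with compound in Tris pH 8.0 buffer with MgCl2, DTT, Tween-20 and 2.5 ug/ml poly(dI-dC); started with 200 nM TAMRA/BHQ-2 forked duplex and 2 mM ATP. Unwinding read as fluorescence (525/598 nm), two reads 2 h apart.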
Numbers without * were called inactive; i = inactive; ? = inconclusive; · = not tested or not shown; [ ] = dose if it differs, or a comment. Unless noted, calls follow the shape of the dose curve; as a rule, active = well fitted curve in the direction sought with a large enough effect; inconclusive = small, poorly fitted or top-dose-only effect, or another doubt; inactive = no such curve, though single readings can be large; an effect the other way counts as inactive or inconclusive. Unless noted, % is scaled to controls: 0 for no effect and ±100 for the full control effect; potency is read from the fitted curve at half-maximal effect. Only part of the results is shown; rates above refer to the full screens.

SMILES,Tau FP inhib,TexasRed fluor,RECQ1 inh,L3MBTL1 block,GoLoco inh red,Tau ThT inhib,JMJD2E inh,TRb-SRC2 inh
CCCn1c(CCC(=O)O)nc2cc(S(N)(=O)=O)ccc21,1%,9%,1%,·,24%,1%,-2%,-3%
Cc1cc(N2CCCCC2)nc(N2CCOCC2)n1,7%,-2%,-8%,·,-3%,-4%,2%,-5%
O=C1NC(NS(=O)(=O)c2ccc(Cl)cc2)(C(F)(F)F)C(=O)N1Cc1cccnc1 (stereo unspecified),1%,-2%,-8%,6%,-20%,-13%,-9%,1%
Cc1onc(-c2ccccc2Cl)c1C(=O)Nc1c(C)n(C)n(-c2ccccc2)c1=O,3%,-1%,-4%,-8%,-7%,-5%,-3%,11%
CCn1c(SCC(=O)Nc2ccc(S(=O)(=O)Nc3ccccn3)cc2)nnc1-c1ccncc1,-2%,1%,i,26%[11.4 µM],-3%,-3%,?,0%
C/C(=N\O)c1oc2ccc3c(C)cc(=O)oc3c2c1C,-4%,0%,i,·,-1%,·,?,-2%
CC(=O)Nc1nonc1-c1nnc(SCC(=O)Nc2cccc(C)c2C)n1-c1ccccc1,-1%,7%,·,·,·,-4%,·,0%
Nc1nncn1C(=O)c1cc(Br)ccc1Cl,-1%,-1%,4%,2%,3%,-6%,6%,0%
Cn1cccc1/C=N/NC(=O)Cc1cccs1,-1%,-2%,i,-3%,-3%,-11%,4%,-2%
N=c1ccn2c(n1)OCC1C2O[C@@H](O)[C@H]1O (stereo partly specified),-2%,-1%,i,·,4%,-10%,-4%,8%
CC(=O)Cc1nsc(NC(=O)c2ccc(Cl)cc2Cl)n1,7%,1%,-6%,10%,1%,-1%,11%,-1%
CC(C)C(=O)Nc1cc2c(cc1C(=O)c1ccccc1)OCCO2,-7%,-4%,-1%,-5%,0%,-4%,0%,-2%
Cc1sc(/C=C2\C(=O)ON=C2c2ccccc2)cc1Br,-4%,-21%,-1%,8%,25%,-8%,11%,-2%
Cc1cc(C)n(CC(=O)O)n1,4%,1%,-7%,3%,-4%,1%,8%,1%
CNC(=O)NC(=O)COC(=O)c1ccccc1OCc1ccccc1,0%,0%,-4%,18%,4%,-2%,7%,8%
Cc1cc(C)c(S(=O)(=O)c2ccccc2)c(OC(=O)c2ccc(Cl)cc2Cl)n1,-4%,-1%,-3%,·,-12%,-10%,5%,-15%
CC(C)CCN(C(=S)NC(=O)C1CCCCC1)c1c(N)n(Cc2ccccc2)c(=O)[nH]c1=O,2%,-3%,-1%,-13%,8%,0%,3%,2%
Cc1ccn2c(Nc3ccc4c(c3)OCCO4)c(-c3ccc(Cl)s3)nc2c1,?,-2%,·,·,·,?,·,0%
Cc1onc(-c2c(Cl)cccc2Cl)c1NC(=O)NN(C)c1ccc([N+](=O)[O-])cn1,3%,1%,-11%,·,-9%,·,-3%,-3%
COc1ccc(NC(=O)C(=O)N/N=C(\C)CC(=O)Nc2cc(C)ccn2)c(OC)c1,-3%,-1%,-1%,-3%,10%,?,0%,0%
O=C(Nc1cccnc1)c1cc(-c2cccc(Cl)c2)on1,?,9%,·,·,·,-18%,·,-11%
COc1cccc(NC(=O)c2csc3c2CCCCC3)c1,?,-28%,·,·,·,-12%,·,-2%
C/C(=N/NC(=O)c1cc(-c2cccc([N+](=O)[O-])c2)n[nH]1)c1cccc(O)c1,-2%,-2%,-6%,4%,5%,?,2%,-3%
Cc1c(C(=O)N2CCCC2)sc(NC(=O)c2cccc(Cl)c2)c1C#N,11%,0%,7%,·,-11%,-19%,-2%,1%
NC(=O)NC(CC(=O)NCCCc1ccccc1)c1ccccc1Cl (stereo unspecified),-5%,-1%,-3%,·,0%,?,10%,7%

(cont.)
SMILES,Tau FP inhib,TexasRed fluor,RECQ1 inh,L3MBTL1 block,GoLoco inh red,Tau ThT inhib,JMJD2E inh,TRb-SRC2 inh
CC(=O)Nc1ccc(OCc2cnc(Cl)s2)cc1,5%,-1%,16%,42%[activator],20%,12%,1%,-2%
CCCCNC(=O)CCCn1c(=S)[nH]c2cc3c(cc2c1=O)OCO3,-4%,-2%,-2%,-2%,2%,-2%,-2%,-4%
O=C(Nc1c(F)cc(F)cc1Br)c1cc2nc(C(F)F)cc(C(F)F)n2n1,5%,-4%,i,-2%,9%,-15%,-9%,-11%
CCOC(=O)Cn1nc(C)c2c1CCCC2=O,-4%,2%,i,3%,3%,3%,0%,-20%
O=C(Nc1nc(-c2ccncc2)cs1)C1c2ccccc2Oc2ccccc21,?,-2%,i,-9%,18%,-5%,2%,5%
COc1cc(-c2nc3n(n2)C(c2ccncc2)C2=C(CCCC2=O)N3)cc(OC)c1OC (stereo unspecified),3%,-1%,28µM*,·,-5%,-13%,1%,1%
O=C(c1ccc(-c2ccccc2)c(F)c1)C1CCCN(C(=O)c2cncs2)C1 (stereo unspecified),-2%,1%,-5%,-2%,4%,-17%,-4%,0%
CCN(CCO)Cc1cn[nH]c1-c1ccc(C)c(C)c1,0%,1%,i,3%,4%,-11%,-14%,2%
O=C(CN1C(=O)CCC1=O)Nc1nc(-c2ccc3ccccc3c2)cs1,3%,-3%,-1%,30%,-1%,10%,0%,-4%
O=C(Nc1nc(=O)[nH]s1)c1ccccc1,-5%,-1%,-14%,-2%,1%,-9%,2%,-2%
Cc1ccc(N2CCN(Cc3nnc(-c4ccc5c(c4)OCO5)o3)CC2)c(C)c1,-5%,0%,·,·,·,-13%,·,-1%
Cc1cc(Nc2cccc(Cl)c2)n2ncnc2n1,-8%,-1%,i,3%,0%,-1%,-4%,1%
CC1CCCN(C(c2ccccc2)c2sc3ncnn3c2O)C1 (stereo unspecified),-1%,-2%,i,8%,-3%,-6%,-1%,-1%
Cc1cc2nn(-c3ccc(F)cc3)nc2cc1NC(=O)c1ccc(OC(C)C)cc1,-7%,-1%,·,·,·,-13%,·,5%
O=C(C[n+]1ccc(C(=O)N/N=C/c2ccc(OCc3ccccc3)cc2)cc1)c1ccccc1,0%,0%,-12%,·,6%,6.3µM*,28µM*,-22%
Clc1ccc(CO/N=C2\CCCc3nonc32)cc1,-3%,1%,-2%,6%,16%,-9%,1%,-11%
Cc1ccc(NC(=O)c2ccc(CNS(=O)(=O)c3ccc4c(c3)C(C)(C)C(=O)N4C)cc2)cc1F,-18%,-1%,·,·,·,-10%,·,0%
O=C(CSCc1ccc(F)cc1)Nc1ccccc1,-3%,-1%,-19%,7%,6%,-2%,4%,-22%
COc1ccccc1NC(=O)c1ccc(NS(=O)(=O)c2c(C)noc2C)cc1,1%,4%,i,3%,1%,-10%,-2%,0%
O=C(Cn1c(-c2ccco2)nc2ccccc21)N1CCCCC1,6%,0%,-2%,-7%,0%,10%,0%,0%
Cc1ccc(NC(=O)Cn2c(C)cc(C)c(C#N)c2=O)cc1F,1%,0%,·,·,·,6%,·,-1%
Cc1ccc2c(CC(=O)Nc3ccc(N4CCN(C)CC4)cc3C)coc2c1,13%,-1%,i,-7%,15%,-13%,1%,-8%
COc1ccc(NC(=O)CN(c2ccc(C)cc2)S(=O)(=O)c2cccs2)cc1,-1%,-1%,·,·,·,9%,·,-3%
NNC(=O)CN1C(c2cccc(Cl)c2)=Nc2ccc(Br)cc2C1c1ccccc1 (stereo unspecified),-5%,4%,-16%,-7%,-12%,-9%,-10%,-3%
CC(C)(C)c1ccc(S(=O)(=O)O/N=C2/CCCCC2c2ccc([N+](=O)[O-])cc2[N+](=O)[O-])cc1 (stereo unspecified),-3%,-7%,-1%,·,-18%,-18%,-13%,-3%

Later entries
SMILES,Tau FP inhib,TexasRed fluor,RECQ1 inh,L3MBTL1 block,GoLoco inh red,Tau ThT inhib,JMJD2E inh,TRb-SRC2 inh
O=C(CSc1nnc(Cc2ccc3c(c2)OCO3)n1C1CCCCC1)NC1CCCC1,6%,3%,-2%,1%,10%,-5%,2%,3%
COc1cccc(S(=O)(=O)Nc2cccc(C(=O)N3CCCCCC3)c2)c1,5%,-4%,-4%,5%,0%,-5%,1%,-6%
O=C1CC(=Nc2ccccc2)NN1c1ccccc1,5%,-4%,-16%,-3%,-2%,?,10%,-10%
COc1ccc(-n2c(=O)c3ccc(C(=O)NCc4ccc(C)cc4)cc3n(CC(=O)Nc3cccc(F)c3)c2=O)cc1,?,-3%,·,·,·,14%,·,4%
COc1ccc(C(=O)COC(=O)CCCn2c(=O)oc3ccccc32)cc1,11%,3%,-14%,9%,1%,-14%,-2%,2%
COc1ccc(NC(=O)c2nnn(CC(=O)Nc3c(C)cc(C)cc3C)c2N)cc1OC,-11%,3%,·,·,·,-18%,·,-3%
Cc1ccc(CNC(=O)Cn2cc(S(=O)(=O)Cc3cccc(Cl)c3)c3ccccc32)cc1,-10%,3%,·,·,·,4%,·,6%
CCc1cc(C(=O)OC)c(NC(=O)CC2SC(=NC)N(C)C2=O)s1 (stereo unspecified),-5%,-1%,i,31%,8%,9%,-19%,-1%
CCOc1ccc(CNC(=O)c2cccc(NC(=O)N3CCSc4ncccc43)c2)cc1OC,-8%,0%,·,·,·,3%,·,-6%
CCOc1ccccc1CNS(=O)(=O)c1cc2c(cc1C)NC(=O)CO2,-7%,0%,·,·,·,-8%,·,3%
COc1ccccc1NC(=O)c1sc2nc3c(c(C(F)(F)F)c2c1N)CN(C(C)=O)CC3,8%,3%,·,·,·,?,·,-6%
N#CC1=C(N)C(C#N)(C#N)C(c2cccnc2)C2COCC=C12 (stereo unspecified),?,0%,i,12%,3%,?,-20%,-4%
N#CC1=C(N)SC(N)=C(C#N)C1c1cccc(Oc2ccccc2)c1,-15%,1%,i,-5%,41%[activator],?,-5%,-6%
CC(=O)c1c(C)nc(-c2ccc(Cl)cc2)nc1NC(=O)C(C)C,-4%,-1%,-4%,1%,2%,3%,8%,-1%
